Screening results deposited in PubChem BioAssay by several laboratories.
Rtt109 HAT inh: blocks Candida albicans Rtt109/Vps75 acetyltransferase activity | Q5AAJ8 | purified Rtt109/Vps75, ThioGlo CoA-SH fluorescence, 4 h | inhibition, % at 34.9 µM | hit rate 0.16% among 330,000;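 active means inhibition of at least 50% in every replicate; inconclusive means best replicate reaches 50% inhibition but some replicates fall short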
V-ATPase pHluor: yeast V-ATPase proton transport regulation by pHLuorin | response, % at 10 µM | AID 504577 | hit rate 0.37% among 350,000 | S. cerevisiae, pHLuorin cytosolic pH fluorescence; in the data active means response mostly above about 7.3%, no sharp cut-off; inactive means mostly below about 5.4%; further: actives read high; inactives centre near 0; some compounds called inactive have numbers as strong as hits
CDK5 inh: inhibitors of human CDK5/p35 kinase | Recombinant CDK5/p35, ADP-Glo luminescence, 60 min | hit rate 0.01% among 330,000 | Q00535+Q15078 | inhibition, % at 10 µM;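 active means highest replicate inhibition of at least 50% and at least 75% of replicates reaching 50%; inconclusive means only one of the two criteria met; inactive means both criteria failed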;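 further: plate controls were DMSO neutral control for no effect and GW8510 at 10 µM for full effect; many of its hits are not listed in these tables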
Target sequence (Q00535 whole entry, looked up): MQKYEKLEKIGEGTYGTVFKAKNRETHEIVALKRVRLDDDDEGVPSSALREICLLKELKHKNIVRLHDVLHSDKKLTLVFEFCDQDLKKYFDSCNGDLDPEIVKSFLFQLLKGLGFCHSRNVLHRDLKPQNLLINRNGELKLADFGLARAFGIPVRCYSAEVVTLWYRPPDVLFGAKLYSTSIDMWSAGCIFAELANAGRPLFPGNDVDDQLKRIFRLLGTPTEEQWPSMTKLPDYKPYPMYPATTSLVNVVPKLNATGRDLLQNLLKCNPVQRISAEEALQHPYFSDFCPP
Target sequence (Q15078 whole entry, looked up): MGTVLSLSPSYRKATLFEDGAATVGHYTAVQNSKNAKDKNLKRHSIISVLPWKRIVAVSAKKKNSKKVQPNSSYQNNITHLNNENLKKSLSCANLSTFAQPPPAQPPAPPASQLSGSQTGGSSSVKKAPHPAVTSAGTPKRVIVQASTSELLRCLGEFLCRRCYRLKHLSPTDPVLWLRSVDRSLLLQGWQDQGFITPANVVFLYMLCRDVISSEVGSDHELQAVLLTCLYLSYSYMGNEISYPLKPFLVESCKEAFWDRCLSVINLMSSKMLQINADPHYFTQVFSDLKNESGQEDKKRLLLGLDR
dFosB act: enhances mouse delta FosB homodimer DNA binding. P13346. purified delta FosB, TAMRA-CDK5 oligo fluorescence polarization; percent of positive-control signal above neutral wells. activation, % at 25 µM. hit rate 0.99% among 340,000;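 active means mean activation above about 17%, with every replicate also reaching it, limit read from the data, passing the limit was not always enough; inconclusive means only one of the two conditions met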;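 further: fluorescence polarization rise as delta FosB binds a TAMRA Cdk5 AP-1 oligo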
Target sequence (P13346 whole entry, looked up): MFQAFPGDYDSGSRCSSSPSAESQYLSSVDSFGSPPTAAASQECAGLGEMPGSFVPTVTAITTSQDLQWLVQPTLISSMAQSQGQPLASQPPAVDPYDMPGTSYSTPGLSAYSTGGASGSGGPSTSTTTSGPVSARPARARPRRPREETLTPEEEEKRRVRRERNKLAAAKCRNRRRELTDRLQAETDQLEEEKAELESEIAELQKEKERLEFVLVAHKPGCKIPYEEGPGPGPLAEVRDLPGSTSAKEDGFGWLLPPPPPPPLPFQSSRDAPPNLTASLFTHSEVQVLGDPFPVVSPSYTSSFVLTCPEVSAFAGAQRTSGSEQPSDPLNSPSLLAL
CAL PDZ FP-1: CAL PDZ (human) peptide binding inhibition; inhibition, % at 24.9 µM; Q9HD26; AID 602252; purified CAL PDZ, TMR-peptide fluorescence polarization, 1 h; hit rate 0.92% among 300,000;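 active means mean inhibition of at least 30% with at least half of replicates also reaching 30%; inconclusive means no clear call, values can overlap the other calls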;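 further: 0% = DMSO neutral control and 100% = excess unlabeled competitor peptide PRC23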
Wnt bcat act: Wnt/beta-catenin pathway activation; Wnt/beta-catenin reporter cell assay, activator, plate reader; activation, % at 9.35 µM; hit rate 1.2% among 300,000; AID 743398; in the data active means activation above about 30%, passing the limit was not always enough; inconclusive means no clear call, values can overlap the other calls;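 further: 0% = neutral control wells and 100% = positive control wells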
MITF TRPM1 HTS: activators of MITF-driven TRPM1 promoter activity in SK-MEL-5 cells. SK-MEL-5 TRPM1-promoter luciferase, 24 h; % of positive control, neutral wells = 0. activation, % at 12.5 µM. hit rate 0.75% among 300,000. AID 588334;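 active means mean activation of at least 80% with every replicate also reaching 80%; inconclusive means mean reaches 80% but some replicate falls short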;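 further: 0% = neutral control wells and 100% = parthenolide positive control wells; values of inactives mirror those of a sister screen read the other way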
CAL PDZ FP-2: blocks peptide binding to human CAL PDZ domain. Q9HD26. purified CAL PDZ, TMR-peptide fluorescence polarization, 1 h. inhibition, % at 20 µM. hit rate 0.02% among 330,000. AID 504414;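 active means highest replicate inhibition of at least 40%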;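 further: plate controls were DMSO neutral control wells for no effect and unlabeled competitor peptide control wells for full effect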
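Test system: tagged CAL PDZ domain / Buffer or medium: sodium phosphate/NaCl buffer pH 7.4 with TCEP, IgG, Thesit / Reagent: TMR-labelled reporter peptide T*-PRC34 bound in PDZ groove / Compound dosing: single point, 20 µM / Schedule: 1 h incubation at room temperature before polarization reading / Technique: fluorescence polarization (mP) / Benchmarks: unlabelled peptide, DMSO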
cardiac RTF act: increases calcium sensitivity of human cardiac regulated thin filaments; P19429+P45379; hit rate 0.24% among 340,000; IANBD-labeled TnC RTF fluorescence at EC20 calcium; 0% EC20 calcium, 100% full calcium; activation, % at 7.2 µM; AID 493008;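 active means activation above the mean over all tested compounds plus 3 SD, cut at about 30% in these data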;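 further: rise in fluorescence read as greater calcium sensitivity of cardiac thin filaments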
Tat export inh: E. coli Tat transport inhibition. E. coli MC4100 TorA-mCherry Tat export, fluorescence. AID 488895. hit rate 0.036% among 340,000. inhibition, % at 10 µM;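 active means mean replicate inhibition at least 50% and at least half of replicates individually reaching 50%; inconclusive means only one of the two criteria met; inactive means neither criterion met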;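 further: exported cargo escapes ClpAP degradation while cytoplasmic cargo is degraded and loses fluorescence; 0% = median of neutral control wells and 100% = median of NaSCN control wells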
Active calls of the source: *; u = inconclusive; x = not tested or not shown; & = joins results of further samples.

(1) CC12CC(NC(=O)N1c1cccc(C(=O)N3CCN(c4ccccn4)CC3)c1)c1ccccc1O2 (stereo unspecified)
(2) CCOC(=O)N1CCC(NC(=O)c2cc(S(=O)(=O)N3CCc4ccccc43)cn2C)CC1
(3) O=C1c2ccccc2C(Nc2ccc(Cl)cn2)N1c1ccccn1 (stereo unspecified)
(4) Cc1ccc(NC(=O)C2CCN(S(=O)(=O)c3cccc4nonc34)CC2)nc1
(5) CC1CCCN(C(=O)Cn2nnc(-c3ccc([N+](=O)[O-])cc3)n2)C1 (stereo unspecified)
(6) Cc1ccccc1NS(=O)(=O)c1cccc2nonc12
(7) CCCOc1ccc2c(CC)cc(=O)oc2c1C
(8) CC(C)(C)OC(=O)NCCCCCNC(=O)c1[nH]cnc1C(=O)N[C@@H](Cc1ccccc1)C(=O)OC(C)(C)C
Compound,1,2,3,4,5,6,7,8
Rtt109 HAT inh,7,15,16,-3,-6,4,0,14
V-ATPase pHluor,1,-1,3,6,-3,-1,0,-10
CDK5 inh,0.2,-0.4,-0.3,0.4,0.1,1.4,-2.5,0.7
dFosB act,-7,-1,-3,1,-3,-9,2,-7
CAL PDZ FP-1,-5,-5,x,-1,-5,-2,-1,0
Wnt bcat act,-3,-2,0,x,-1,-2,-3,x
MITF TRPM1 HTS,-6,-6,x,-11,x,-9,26,0
CAL PDZ FP-2,-2.3,-0.6,-2.0,-0.5,-0.9,-2.4,-1.7,-0.1
cardiac RTF act,6,0,0,-3,0,2,3,-9
Tat export inh,13,0,-5,-1,7,0,-16,10

Brought forward from above: 4 compounds, followed by the next part.
(5) CC1CCCN(C(=O)Cn2nnc(-c3ccc([N+](=O)[O-])cc3)n2)C1 (stereo unspecified)
(6) Cc1ccccc1NS(=O)(=O)c1cccc2nonc12
(7) CCCOc1ccc2c(CC)cc(=O)oc2c1C
(8) CC(C)(C)OC(=O)NCCCCCNC(=O)c1[nH]cnc1C(=O)N[C@@H](Cc1ccccc1)C(=O)OC(C)(C)C
(9) CCc1ccc(C2C(C#N)=C(N)N(N3CCOCC3)C3=C2C(=O)CC(C)(C)C3)s1 (stereo unspecified)
(10) O=C1OC(c2ccccc2)=C/C1=C/c1cccs1
(11) Cn1c(SCc2cccc([N+](=O)[O-])c2)nc2ccccc2c1=O
(12) CCOC(=O)C(C)Sc1ncc(-c2ccccc2)cn1 (stereo unspecified)
(13) CCCC(=O)Nc1nnc(CC(=O)N2CCCC2)s1
(14) Cn1c(-c2cccs2)[n+](C)c2ccccc21
(15) COc1cc2ccccc2cc1C(=O)N1CCN(C(C)=O)CC1
(16) Cc1nc(SCC(=O)c2c(N)n(C3CC3)c(=O)[nH]c2=O)[nH]c(=O)c1CCO
Compound,5,6,7,8,9,10,11,12,13,14,15,16
Rtt109 HAT inh,-6,4,0,14,6,2,12,4,-12,2,8,-11
V-ATPase pHluor,-3,-1,0,-10,0,0,-2,2,-3,-2,-3,0
CDK5 inh,0.1,1.4,-2.5,0.7,2.0,-3.2,2.7,2.3,0.8,1.1,1.0,0.1
dFosB act,-3,-9,2,-7,-4,-6,-2,-9,-6,-8,-2,0
CAL PDZ FP-1,-5,-2,-1,0,0,1,-4,24,1,x,-5,-6
Wnt bcat act,-1,-2,-3,x,-2,3,-6,27,-2,0,-3,-2
MITF TRPM1 HTS,x,-9,26,0,9,7,x,43,-8,2,-8,-14
CAL PDZ FP-2,-0.9,-2.4,-1.7,-0.1,0.2,-0.1,0.3,0.4,0.1,-0.9,-0.7,-0.4
cardiac RTF act,0,2,3,-9,-1,7,3,3,-6,1,-5,3
Tat export inh,7,0,-16,10,-4,2,6,8,-3,-5,0,-2

(17) CCN(CC)CCN(C(=O)c1ccc2ncsc2c1)c1nc2cc3c(cc2s1)OCO3
(18) O=C(COc1cccc2ccccc12)NNC(=O)c1cnccn1
(19) CCN=c1scc(-c2ccc3c(c2)NC(=O)CO3)n1N=C1CCCC1
(20) CC1=CC(C)=Nc2ccc(C)cc2N1
(21) O=C(c1cc(-c2cccnc2)nc2ccccc12)N1CCN(S(=O)(=O)c2cccs2)CC1
(22) CCNNC(=O)C(O)(c1cccc(C)c1)c1cccc(C)c1
(23) CCCCS(=O)CC(COC)OC(=O)c1ccccc1 (stereo unspecified)
(24) COc1ccc(OC)c(N(CC(=O)Nc2cccnc2)S(=O)(=O)c2ccc(OC)c(OC)c2)c1
Compound,17,18,19,20,21,22,23,24
Rtt109 HAT inh,39,0,10&9,6&0,7,2,-24,2
V-ATPase pHluor,0,1,-5&-1,1&4,-6,0,-3,10
CDK5 inh,0.8,0.3,-1.1&0.9,0.1&-0.8,-2.7,-1.3,-2.3,1.5
dFosB act,6,5,-5&2,8&-1,-17,2,2,-2
CAL PDZ FP-1,-3,-1,-5&-4,-4,x,-2,-1,-3
Wnt bcat act,21,-2,-3,x,-4,x,-1,x
MITF TRPM1 HTS,19,-10,-11&-32,-5&10,-7,-1,-6,2
CAL PDZ FP-2,-0.6,-0.6,-1.4&-0.3,-1.0,-2.6,-2.1,-1.7,0.0
cardiac RTF act,-1,2,10&7,-2&7,0,-2,0,2
Tat export inh,6,1,-10&-3,13&0,-8,3,-7,-7

Along the list, quoted from above:
Compounds 17–24 in CAL PDZ FP-1, in turn: -3, -1, -5&-4, -4, x, -2, -1, -3
Compounds 17–24 in cardiac RTF act, in turn: -1, 2, 10&7, -2&7, 0, -2, 0, 2

Remaining list, next part:
(25) CCOc1ccc(S(=O)(=O)N2CCCC(C(=O)NCc3cccnc3)C2)cc1 (stereo unspecified)
(26) Cc1ccc(S(=O)(=O)N2CCCCC2)cc1NC(=O)C1CCC1
(27) CCn1c(C)nc2cc(C(=O)NN=C(C)c3ccc(C#N)cc3)ccc21
(28) O=C(CC1CCCCC1)NCc1ccccc1
(29) OC(CNCc1ccccc1)(c1ccccc1)c1ccccc1
(30) CCN(CC)c1ccc2cc(-c3nc4ccccc4n3C)c(=O)oc2c1
(31) CCOc1ccc(-c2c(C(=O)N/N=C/c3ccc(O)cc3)nnn2-c2nonc2N)cc1
(32) COCCNC(=O)c1ccc2c(c1)nc(C)n2-c1cccc(Cl)c1
Compound,25,26,27,28,29,30,31,32
Rtt109 HAT inh,-1,2,x,-5,3,-17,8,1
V-ATPase pHluor,-2,-2,0,2,6,-3,-3,-4
CDK5 inh,-4.5,0.6,2.5,-0.9,-0.5,-1.0,-0.9,1.0
dFosB act,-4,1,-5,3,0,-8,-2,-4
CAL PDZ FP-1,-8,x,-5,-2,-6,x,-2,-2
Wnt bcat act,-1,1,-1,9,0,x,3,4
MITF TRPM1 HTS,1,-3,2,x,x,6,-7,6
CAL PDZ FP-2,-0.2,0.9,-2.9,-0.4,-0.3,-2.5,-1.2,0.0
cardiac RTF act,-3,1,-6,1,-2,102*,1,-1
Tat export inh,4,3,-6,-5,-9,12,3,-2

One compound at a time (already shown). Values in the order: Rtt109 HAT inh, V-ATPase pHluor, CDK5 inh, dFosB act, CAL PDZ FP-1, Wnt bcat act, MITF TRPM1 HTS, CAL PDZ FP-2, cardiac RTF act, Tat export inh
COCCNC(=O)c1ccc2c(c1)nc(C)n2-c1cccc(Cl)c1 as listed: 1, -4, 1.0, -4, -2, 4, 6, 0.0, -1, -2
Cc1ccc(S(=O)(=O)N2CCCCC2)cc1NC(=O)C1CCC1 as listed: 2, -2, 0.6, 1, x, 1, -3, 0.9, 1, 3

Later entries:
(33) O=C(Nc1ccc2c(c1)CCC2)c1cccc(F)c1
(34) Cc1cc(Nc2cnc3ccccc3n2)n(-c2ccccc2)n1
(35) CSc1ccc(NC(=O)Nc2ccc(C(=O)NCC(=O)O)cc2)cc1
(36) CCN(Cc1nc(-c2ccc(C)cc2)no1)C(=O)c1ccco1
(37) CC1C=CCC2C(=O)N(c3cccc(C(=O)NCCc4ccccc4)c3)C(=O)C12 (stereo unspecified)
(38) CC(Oc1ccc2ccc(=O)oc2c1)C(=O)NC1CCN(Cc2ccccc2)CC1 (stereo unspecified)
(39) CC1CC(=O)Nc2ccccc2N1C(=O)CSc1nnnn1C(C)C (stereo unspecified)
(40) CN(C)CCCNC(=O)/C(=C\c1ccc(-c2cccc([N+](=O)[O-])c2)o1)NC(=O)c1ccccc1
Compound,33,34,35,36,37,38,39,40
Rtt109 HAT inh,-11,12,15,2,-3,-3,4,31
V-ATPase pHluor,1,-4,-6,-2,2,-3,3,1
CDK5 inh,-1.1,1.8,1.7,-1.7,0.3,-2.2,-2.6,0.4
dFosB act,5,-8,0,-4,-3,-8,-3,15
CAL PDZ FP-1,0,x,-2,3,-3,-2,-8,-4
Wnt bcat act,21,x,18,3,0,-3,-1,12
MITF TRPM1 HTS,95*,-21,7,14,-4,-3,0,25
CAL PDZ FP-2,-1.0,-2.3,2.4,-3.0,0.1,-1.8,1.0,-1.0
cardiac RTF act,5,7,-11,5,1,0,-4,-2
Tat export inh,0,7,3,7,0,-13,-5,2

Printed as active in cardiac RTF act, of those listed so far:
(30) CCN(CC)c1ccc2cc(-c3nc4ccccc4n3C)c(=O)oc2c1
Compound,30
Rtt109 HAT inh,-17
V-ATPase pHluor,-3
CDK5 inh,-1.0
dFosB act,-8
CAL PDZ FP-1,x
Wnt bcat act,x
MITF TRPM1 HTS,6
CAL PDZ FP-2,-2.5
cardiac RTF act,102*
Tat export inh,12

Later entries.
(41) Cc1cc(NC(=O)C(C)SCC(=O)Nc2nnc(CC(C)C)s2)no1 (stereo unspecified)
(42) Nc1nonc1-c1noc(N2CCCCC2)n1
(43) O=C(NCc1ccncc1)C(=O)N/N=C/c1ccccc1OCc1ccccc1
(44) Cc1ccc(-c2nnc(SCC(=O)Nc3ccc4c(c3)oc3ccccc34)n2C)c(Cl)c1
(45) CCn1c(C)cc(/C=C2/SC(=O)N(C(C)C(=O)OC)C2=O)c1C (stereo unspecified)
(46) CCOC(=O)c1c(N)sn(-c2ccccc2C)c1=S
(47) Cc1ccc(Nc2c(-c3ccco3)nc3ccccn23)cc1
Compound,41,42,43,44,45,46,47
Rtt109 HAT inh,0,-2,3,-3,9,-2,-8
V-ATPase pHluor,0,0,0,0,-3,1,-2
CDK5 inh,-0.1,0.6,0.5,-0.7,0.6,-0.1,0.2
dFosB act,8,7,4,-5,-14,-1,-3
CAL PDZ FP-1,7,6,x,-1,-6,4,0
Wnt bcat act,2,-1,-2,x,47*,x,-3
MITF TRPM1 HTS,-3,21,7,x,u,0,-6
CAL PDZ FP-2,0.8,-1.9,-0.4,0.0,0.2,-0.9,-0.4
cardiac RTF act,4,-4,3,0,7,-3,-7
Tat export inh,-2,-3,0,10,3,-1,5
